# High-throughput results: PubChem BioAssay, several laboratories
# hgDAF-12 ag = hgDAF-12 agonism, primary luciferase screen; 370,000 tested, 1.8% active; HEK293 GAL4-hgDAF12 UAS-luciferase reporter, agonist luminescence; normalized to butyrate control; activation, % at 6.8 µM;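 active = activation above a cutoff set at the mean of all screened compounds plus 3 SD, cut at about 10% in these data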;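 also: 0% = DMSO wells and 100% = sodium butyrate wells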
# ADAM10 inh = inhibitors of human ADAM10. 370,000 tested, 0.62% active. recombinant ADAM10, EDANS/DABCYL FRET peptide cleavage, 3 h. O14672. inhibition, % at 7 µM. AID 720582;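 active = inhibition above a per-campaign cutoff equal to the mean of compounds falling between control-based bounds plus 3 SD, cut at about 20% in these data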;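 also: 0% = DMSO wells while the 100% control is not disclosed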
# Target sequence (O14672 214-748 limits assumed): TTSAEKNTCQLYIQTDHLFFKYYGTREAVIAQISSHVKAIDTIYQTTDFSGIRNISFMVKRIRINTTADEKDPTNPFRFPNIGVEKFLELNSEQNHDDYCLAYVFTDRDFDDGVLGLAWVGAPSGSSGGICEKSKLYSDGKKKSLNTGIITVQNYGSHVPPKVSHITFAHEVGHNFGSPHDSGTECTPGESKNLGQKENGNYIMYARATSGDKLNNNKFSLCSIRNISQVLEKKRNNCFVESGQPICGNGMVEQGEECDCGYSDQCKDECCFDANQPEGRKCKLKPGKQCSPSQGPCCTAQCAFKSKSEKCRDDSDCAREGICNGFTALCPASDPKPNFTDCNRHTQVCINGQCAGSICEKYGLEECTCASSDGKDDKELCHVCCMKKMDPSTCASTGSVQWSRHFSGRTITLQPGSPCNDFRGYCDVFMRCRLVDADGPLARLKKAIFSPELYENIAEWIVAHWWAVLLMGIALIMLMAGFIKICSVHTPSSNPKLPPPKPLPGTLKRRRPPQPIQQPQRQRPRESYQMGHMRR
# hcDAF-12 act = activates DAF-12 receptor from parasite H. contortus | AID 652067 | 370,000 tested, 1.4% active | HEK293 hcDAF-12 lit1-tk-luc reporter, luminescence; 0% DMSO, 100% Δ7-dafachronic acid | activation, % at 6.8 µM;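 active = activation above the mean of all tested compounds plus 3 SD, cut at about 5.5% in these data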;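 also: 100% = response to 3 µM Δ7-dafachronic acid high control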
# SMARCA2 act = activators of SMARCA2 function; MG213 cells, MMTV-luciferase reporter, dexamethasone, overnight; activation, % at 9.1 µM; 370,000 tested, 1% active; AID 652017; in the data active = activation above about 7.8%;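 also: 0% = vehicle wells and 100% = reference activator wells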
# HGIII-sPLA2 inh = Blocks human group III sPLA2 activity. Q9NZ20. QFRET BODIPY PC-A2 liposome hydrolysis, fluorescence. inhibition, % at 12.2 µM. 370,000 tested, 0.56% active;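 active = inhibition above mean plus 3 SD of compounds lying within the high and low control bounds, cut at about 19% in these data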;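 also: 0% = median of test compound wells and 100% = no enzyme DMSO wells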
# GC-A act = GC-A (human) enzyme activation | P16066 | HEK293 GC-A cells, cGMP TR-FRET, EC30 ANP; 0% at EC30 ANP, 100% saturating ANP | activation, % at 10 µM | 370,000 tested, 0.14% active | AID 1671463; in the data active = activation above about 40%
# FXN GAA850 act = frataxin GAA850 promoter activation; HEK293 lucGAA850 FXN promoter luciferase reporter, 24 h; percent of 10 µM SAHA response; activation, % at 6 µM; 360,000 tested, 0.56% active;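 active = activation above the average of all compounds screened plus 3 SD, cutoff fixed separately per campaign, cut at about 7.5% in these data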;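 also: 0% = DMSO wells and 100% = 10 µM SAHA wells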
# ssDAF12 agonist = activates DAF-12 receptor from parasite S. stercoralis; HEK293 ssDAF-12/GRIP1 lit1-tk-luc reporter, luminescence; % of 3 µM dafachronic acid response; 370,000 tested, 1% active; activation, % at 6.8 µM;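 active = activation above the mean over all tested compounds plus 3 SD, cut at about 0.9% in these data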;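 also: 0% = DMSO-only wells and 100% = 3 µM delta7-dafachronic acid wells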
# NPR2 activator = GC-B (human) receptor activation; P20594; HEK293-GC-B cells, CNP EC30, cGMP TR-FRET; 0% at EC30 CNP, 100% saturating CNP; activation, % at 10 µM; 370,000 tested, 0.11% active;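 active = activation at 10 µM reaching about 35% in either raw or pattern-adjusted values, limit read from the data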
# DAX1 inh-1 = blocks DAX1 repression of SF-1 activated StAR promoter. inhibition, % at 6.8 µM. 370,000 tested, 1.1% active. AID 652010. HEK293T StAR-luciferase reporter, SF-1/DAX-1 repression relief;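 active = inhibition above the mean over all tested compounds plus 3 SD, cut at about 3.6% in these data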;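 also: 0% = DAX-1 cells with DMSO and 100% = cells lacking DAX-1 with DMSO; higher inhibition means more luminescence from relief of DAX-1 repression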
# DAX1 inh-2 = NR0B1 (DAX1) inhibition; P51843; HEK293 Gal4-DAX1 luciferase reporter, luminescence; inhibition, % at 6.75 µM; 340,000 tested, 0.99% active; AID 504766;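 active = inhibition above the mean over all tested compounds plus 3 SD, cut at about 4.2% in these data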;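 also: 0% = DAX1-transfected cells with DMSO and 100% = empty-vector control cells with DMSO; inhibition shows as a rise in luminescence from relieved DAX1 repression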
# Target sequence (P51843 207-470 limits assumed): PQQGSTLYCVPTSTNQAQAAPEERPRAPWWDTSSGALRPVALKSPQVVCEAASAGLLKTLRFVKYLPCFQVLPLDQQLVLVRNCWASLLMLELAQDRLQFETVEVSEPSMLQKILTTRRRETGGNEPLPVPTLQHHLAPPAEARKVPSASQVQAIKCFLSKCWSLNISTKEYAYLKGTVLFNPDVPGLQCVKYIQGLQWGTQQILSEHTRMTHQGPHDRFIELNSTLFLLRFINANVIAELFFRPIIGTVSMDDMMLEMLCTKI
# * hit, by the source's call; · = not tested or not shown. An unsorted share of the library. About 6.6% of those tested had a hit in this group.
SMILES,hgDAF-12 ag,ADAM10 inh,hcDAF-12 act,SMARCA2 act,HGIII-sPLA2 inh,GC-A act,FXN GAA850 act,ssDAF12 agonist,NPR2 activator,DAX1 inh-1,DAX1 inh-2
CCCCn1c(C(C)NC(=O)c2cccs2)nc2ccccc21 (centres undefined),2.5,5.8,-2.2,-0.3,4.0,0.5,-1.9,-1.1,5.0,-0.3,-0.4
COc1ccc(-c2noc(C3CCCN(C(=O)Nc4cc(C)cc(C)c4)C3)n2)cc1 (centres undefined),2.2,10.0,2.1,10.2*,-8.3,-0.7,·,-0.1,-14.3,1.4,·
CCN(Cc1cnn(C)c1)C(=O)CC1C(=O)NCCN1Cc1cccc(OC)c1OC (centres undefined),-1.3,5.8,-0.9,0.2,1.3,-2.0,2.1,-0.9,-1.6,-0.6,-1.6
CCCc1[nH]nc2c1C(c1ccc(O)cc1OCC)C(C#N)=C(N)O2 (centres undefined),2.9,4.2,-0.5,2.2,-14.4,-10.7,-1.0,-1.5,-6.0,-1.0,0.2
CCCS(=O)(=O)N1CCN(Cc2ccccc2OCC)CC1,-2.2,-11.7,-2.0,-3.6,5.2,2.0,0.3,-0.7,0.3,-0.2,-0.2
COCCNC(=S)NC1CC2CCCC(C1)N2Cc1ccco1 (centres undefined),-1.5,-3.1,1.7,0.8,2.1,1.8,1.7,-0.8,0.7,0.0,-0.3
O=C(CSc1nc2ccccc2c(=O)n1Cc1ccco1)N1CCCC1,-1.7,-2.1,-1.5,-2.6,8.4,-1.7,-1.1,-1.4,2.1,-0.7,0.2
Cc1ccc(N2CCOCC2)c2c1C(=O)c1ccccc1C2=O,-0.1,3.2,-1.9,-2.7,25.5*,6.1,2.6,-0.9,6.5,-0.5,1.0
c1ccc2c(c1)nc(N1CCOCC1)c1nnnn12,5.4,-10.2,3.8,1.0,-6.8,-5.2,3.9,0.4,-0.5,0.3,1.1
CCOC(=O)c1cccc(NC(=O)CN(C)S(=O)(=O)c2ccc(Cl)s2)c1,0.2,4.7,-0.8,-3.6,-23.0,2.2,·,-2.2,-3.6,-1.6,·
CCCC1(CCC)NC(=O)N(CC(=O)Nc2ccccc2OC)C1=O,-1.6,8.2,-1.5,1.3,6.5,-3.3,-0.9,-1.3,-1.7,-0.4,0.7
O=C(NC1CCCC1)c1cc2c(ccc3ccccc32)o1,11.2*,-142.8,4.7,7.5,2.6,13.7,4.0,0.3,-9.7,3.2,1.0
Nc1ccc2nc[nH]c2c1,-1.6,-12.4,-1.0,-3.3,-1.3,14.2,0.1,-1.1,-3.0,0.0,-0.4
COc1cccc(OCc2cc(C(=O)NC(C)c3cnn(C)c3C)no2)c1 (centres undefined),3.1,1.9,0.1,1.8,4.0,3.5,-0.4,-0.8,1.1,-0.1,1.4
O=C(Nc1ccon1)c1ccc(OC2CCCC2)cc1,14.4*,1.9,7.2*,0.1,-0.5,1.3,6.0,0.4,-7.9,4.5*,0.1
CC(C)(C)NC(=O)c1ccc2nsnc2c1,1.8,0.2,-2.6,-2.9,1.0,-1.9,3.5,-1.3,-7.6,0.3,1.6
CCn1nc(C)c(CNC(=O)Nc2ccc3c(c2)OCO3)c1C,3.3,6.4,2.4,9.3*,5.4,3.6,2.0,-1.0,6.5,2.3,0.9
COc1cc(/C=N/NC(=O)c2ccncc2)ccc1OCCN1CCCCC1,-0.5,14.4,0.0,-0.6,-2.3,-4.6,4.5,-1.4,1.1,0.7,0.1
Cc1cc(C)cc(OC(=O)CCN2C(=O)c3ccccc3C2=O)c1,1.0,-0.1,2.1,0.6,-12.6,-5.5,0.7,-1.7,-10.0,-0.1,1.2
O=C(c1ccc(Oc2ccc([N+](=O)[O-])cc2)cc1)N1CCCCCC1,-6.5,-6.8,-4.9,-2.5,5.8,4.3,0.5,-1.8,1.9,-1.2,-3.4
COC(=O)c1c(C)[nH]c(C(=O)CSc2ncnc3sc(-c4ccccc4)cc23)c1C,2.1,-6.9,-1.1,1.9,12.0,1.6,1.8,-1.5,-0.3,0.3,0.1
COc1ccccc1N1CCN(S(=O)(=O)CCNC(=O)C2CCCCC2)CC1,0.7,-4.3,-1.7,0.2,-2.6,0.0,-0.4,-1.3,-0.8,-2.2,-2.3
COc1cc(/C=N/NC(=O)c2cccnc2)ccc1OS(=O)(=O)c1ccc(C)cc1,-2.2,3.1,-1.6,2.6,-8.5,-4.0,1.4,-1.7,3.4,0.2,-0.9
COC(=O)C1CCN(c2cc(=O)n(Cc3ccc(F)cc3)c(=O)[nH]2)CC1,-0.8,-4.2,1.6,-1.8,-0.8,-1.7,-0.8,-1.3,-2.7,1.1,-0.1
CC(CCC(C)OC(=O)c1ccccc1C(=O)O)OC(=O)c1ccccc1C(=O)O (centres undefined),-0.6,2.9,-2.1,-2.8,1.5,2.2,1.5,-1.4,-0.7,-0.4,2.0
COCCN(C(=S)Nc1cc(C)cc(C)c1)C(C)c1ccco1 (centres undefined),1.3,5.4,-0.4,-2.6,13.2,-5.5,-1.4,-0.4,-6.5,0.1,-0.2
CC(=O)c1ccc(OCC(O)CN2CCN(S(=O)(=O)c3c(C)cc(C)cc3C)CC2)cc1 (centres undefined),0.8,9.5,-1.1,-2.0,-14.6,3.5,1.6,-1.5,4.8,-0.4,-0.3
O=c1ccc2cc(S(=O)(=O)Nc3ccc(Br)cc3)ccc2o1,-0.5,-7.9,0.2,-3.1,-8.9,-7.9,2.4,-2.0,-9.7,-0.6,0.8
OCCN1CCOCCOCCN(CCO)CCN(CCO)CC1,-1.9,7.0,-0.9,0.3,4.1,3.1,0.1,-0.5,-2.5,-0.3,-0.4
O=C(CCC1CC(=O)Nc2ccccc21)NCc1cccnc1 (centres undefined),2.6,-0.6,0.3,-0.9,-1.9,3.0,0.9,-1.1,5.4,0.3,0.1
O=C1C=CN(Cc2ccccc2)C(c2ccccc2)C1 (centres undefined),-1.5,-17.1,-2.0,-0.6,9.2,-4.4,0.7,-1.7,-7.9,0.0,0.3
O=C(O)CCCC(=O)N1CCN(C(c2ccccc2)c2ccccc2)CC1,-0.8,1.8,1.0,-1.7,-2.4,-3.0,2.2,-1.8,2.3,-0.3,0.4
C#CCCOC(=O)N1C2=NC(C(=O)OC)=C(C(=O)OC)[C@@H]3N(C)c4ccc(OC)cc4[C@]23C[C@H]1C(=O)OC,-0.4,3.6,-2.0,-2.3,6.2,-4.8,-0.9,-0.7,-3.3,0.7,1.4
Cc1cc(C)c(NC(=O)CS(=O)CC(=O)Nc2cccnc2)c(C)c1 (centres undefined),0.1,4.5,-2.6,0.4,2.2,3.2,0.9,-1.2,-3.9,-0.2,0.1
COc1ccc(N2CCN(C(=O)COC(=O)c3ccco3)CC2)cc1,0.8,-7.4,-1.0,-0.9,2.7,0.9,-0.6,-0.9,-4.0,0.1,1.1
CC(=O)N1c2ccc(S(=O)(=O)N3CCCCC3)cc2CC1C(=O)NCc1ccccc1C (centres undefined),-0.5,-6.5,0.8,-2.0,-6.0,-0.3,-1.5,-1.2,1.8,-0.1,-0.2
O=c1[nH]c(CN2CCCCC2)nc2ccccc12,0.2,4.9,1.1,-1.9,3.5,3.9,-1.8,-0.8,2.5,0.0,1.2
C/C(CC(=O)NC1CCCCC1)=N\NC(=O)Cc1ccc(-c2ccccc2)cc1,-2.1,3.6,-1.6,0.2,-1.2,1.3,1.3,-1.7,-6.1,0.0,-0.5
COc1cccc(CN(C)C(=O)CC[C@H]2O[C@@H](n3ccc(=O)[nH]c3=O)[C@H](O)[C@@H]2O)c1,-1.4,-2.4,-1.0,5.9,1.9,8.6,·,-0.8,1.2,0.2,·
O=C(O)c1c2c(nc3ccccc13)/C(=C/c1ccccc1[N+](=O)[O-])CCC2,0.6,-3.5,1.7,1.4,-4.5,-1.0,3.9,0.6,2.1,0.3,-1.5
CC1CC(=O)NN=C1c1cccs1 (centres undefined),0.0,0.7,-3.0,0.6,5.3,-1.3,1.6,-1.0,5.9,0.0,-0.4
CC(=O)Oc1ccc(C(=O)Nc2ccc3c(c2)OCCO3)cc1,11.2*,-0.7,9.1*,3.7,-11.2,-0.3,2.4,0.9,4.0,2.5,2.2
Cc1ccc(-c2nc(S(=O)(=O)c3ccc(C)cc3)c(SCC(N)=O)o2)cc1,-0.4,4.9,0.4,4.8,-14.4,-0.6,-0.5,-0.2,0.4,-0.3,-1.2
Cc1ccc(CSc2nc3c(c(=O)[nH]2)CCC3)cc1,-2.3,-2.5,1.7,1.7,-0.8,-2.2,-1.8,-1.1,-6.1,0.5,0.6
Cc1cccc(NC(=O)C2CCCN2/C=C/C(=O)C(F)(F)F)c1C (centres undefined),2.2,0.3,0.4,0.0,-2.6,3.2,2.4,-1.6,1.8,0.8,-0.3
Cc1cc(C)n(CC(=O)c2ccc(Cl)cc2)n1,-3.8,-0.9,-0.5,-4.8,-5.8,0.3,2.0,-0.9,-6.7,0.6,-0.5
O=C(NCCCN1CCOCC1)c1ccc(CSCc2cccc(Cl)c2)o1,-2.3,0.1,-0.6,-1.3,4.9,0.2,2.4,-1.8,3.9,-0.3,0.8
O=C(CCCN1C(=O)c2ccccc2C1=O)N1CCN(c2ccccn2)CC1,-2.1,0.3,-0.3,-1.0,2.4,2.3,0.3,-0.3,-3.5,-0.1,1.2
O=C(CSc1nc2c(sc3ccccc32)c(=O)n1-c1ccccc1)NCc1ccco1,-1.4,-11.7,-1.5,-1.2,1.8,-15.0,-3.1,-0.7,-0.1,-0.6,-0.4
COc1cccc(-c2sc3ccc(OC)cc3c2C#CC(C)(C)O)c1,1.5,-58.9,0.2,-0.8,-26.3,-1.3,3.3,-1.3,-5.6,-0.8,0.3

# Going on with the list:
SMILES,hgDAF-12 ag,ADAM10 inh,hcDAF-12 act,SMARCA2 act,HGIII-sPLA2 inh,GC-A act,FXN GAA850 act,ssDAF12 agonist,NPR2 activator,DAX1 inh-1,DAX1 inh-2
CCCCn1c(SCC(=O)NCc2ccco2)nc2ccccc2c1=O,-2.9,-0.4,-0.2,-3.0,-5.8,-2.3,2.3,-0.9,-1.3,-0.3,0.4
COc1cccc(CN2CCC(n3nccc3NC(=O)C3CC3)CC2)c1,0.4,8.2,1.9,2.0,-0.8,1.0,-0.6,-0.6,4.4,1.5,0.1
COC(=O)[C@H](C(C)C)n1c(C)c(C(C)=O)c(C(C)=O)c1C,0.9,9.0,-0.3,-1.5,4.5,2.3,-2.1,-1.8,-0.7,0.7,0.8
CC(=Nc1ccc(C)c(C)c1)C1=C(O)CSC1=O,2.2,-20.3,3.4,6.0,-5.7,0.4,2.0,-0.2,-9.4,0.1,0.8
Cc1ccccc1OCc1nnc(SCC(=O)NCc2ccco2)n1C,-0.6,8.1,-0.3,-3.8,4.1,-4.4,1.0,-0.5,-2.5,-0.5,0.3
O=C(NCCc1ccccc1)C(=O)NCC1CCCN1S(=O)(=O)c1cccs1 (centres undefined),5.1,0.7,-1.3,1.4,-5.0,1.1,0.2,-1.1,1.5,1.3,0.7
N#Cc1cnc(SCCc2ccccc2)nc1N,5.0,-10.8,0.4,3.5,-15.6,0.4,1.4,-0.7,0.8,1.3,0.8
